MITF TRPM1 inh = inhibitors of MITF-driven TRPM1 promoter in melanoma cells. inhibition, % at 12.5 µM. SK-MEL-5 TRPM1 promoter luciferase, 24 h. AID 488899. actives 0.83% (n = 330,000);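 active = mean inhibition across replicates of 60% or more, whatever share of single replicates reaches that level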; also: values of inactives mirror those of a sister screen read the other way
Shn3 inh set2 = reduces Shn3 3'UTR luciferase signal in osteoblasts | AID 588674 | actives 0.52% (n = 360,000) | inhibition, % at 12.5 µM | Clone20 osteoblast Shn3 3'UTR firefly luciferase, 24 h;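 active = mean inhibition of at least 75% with every replicate also reaching 75%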;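 also: 0% = median of neutral control wells and 100% = pilot-screen positive control compound; some compounds past the cut are filed as inactive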
HIF-2a inh = blocks HIF-2a reporter activity. 786-0 RCC cells HIF-2a reporter, luciferase luminescence, overnight. inhibition, % at 18.8 µM. actives 0.72% (n = 360,000). AID 624352;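 active = inhibition of the luminescence signal of 40% or more relative to plate controls, in a single-dose primary screen at 18.75 µM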
NR2E3 ag-1 = agonists of human nuclear receptor NR2E3. actives 0.12% (n = 320,000). inhibition of corepressor binding, % at 4.78 µM. Q9Y5X4. AID 2300. GST-NR2E3/biotin-RetCOR TR-FRET, 1536-well;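 active = percent inhibition above the cutoff of mean plus 3 SD of all tested compounds, set per screening campaign, cut at about 20% in these data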;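 also: 0% = DMSO wells and 100% = biotin wells as full block of FRET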
Target sequence (Q9Y5X4 whole entry, looked up): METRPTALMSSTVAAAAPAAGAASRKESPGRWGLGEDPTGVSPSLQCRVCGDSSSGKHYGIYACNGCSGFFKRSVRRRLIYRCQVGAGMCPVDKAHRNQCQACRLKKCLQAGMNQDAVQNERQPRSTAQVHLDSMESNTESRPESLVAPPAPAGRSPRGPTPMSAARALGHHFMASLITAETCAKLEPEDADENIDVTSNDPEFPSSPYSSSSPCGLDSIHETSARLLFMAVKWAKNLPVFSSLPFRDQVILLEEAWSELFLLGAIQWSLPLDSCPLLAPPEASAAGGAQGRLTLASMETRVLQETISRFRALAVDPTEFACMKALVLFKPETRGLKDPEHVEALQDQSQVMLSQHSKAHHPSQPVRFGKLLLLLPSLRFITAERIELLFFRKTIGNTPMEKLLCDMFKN
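System: GST-tagged NR2E3 plus biotinylated RetCOR corepressor; Buffer or medium: pH 7.5 Tris-based buffer; Probe or stimulus: RetCOR corepressor, biotinylated, 7 nM; Doses: compound at 4.8 µM, single dose; Schedule: 5 h incubation at 4 °C; Technique: time-resolved FRET; Evaluation: percent inhibition of TR-FRET ratio; Replication: one well per compound, singlicate testing.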
NR2E3 ag-2 = activates human NR2E3 receptor; CHO-S Gal4-NCOR/VP16-NR2E3 two-hybrid, luciferase; Q9Y5X4; inhibition of corepressor binding, % at 3.98 µM; AID 602229; actives 0.35% (n = 360,000);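 active = inhibition above the mean of all tested compounds plus 3 SD, cut at about 70% in these data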;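 also: 0% = DMSO with NR2E3 transfected cells and 100% = cells lacking NR2E3 construct; higher means lower luciferase signal from less NR2E3 corepressor binding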
CF NFkB inh = inhibitors of cystic fibrosis induced NF-kB | KKLEB NF-kB-GFP reporter, PAF-induced, GFP fluorescence overnight | inhibition, % at 5 µM | actives 0.86% (n = 360,000) | AID 588850;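 active = at least 50% inhibition at 5 µM, scaled per plate between neutral and stimulator controls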;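 also: PAF is a Pseudomonas aeruginosa culture filtrate used as stimulus; plate controls were PAF-stimulated DMSO wells for no effect and unstimulated DMSO wells for full effect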
hiPSC survival = increases survival of single human iPS cells; hiPSC single-cell survival, ATPlite luminescence; 100% = ROCK inhibitor wells, 0% = DMSO; actives 0.044% (n = 360,000); AID 602274; survival enhancement, % at 20 µM; in the data active = survival enhancement above about 18%;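 also: cells exposed to compounds for 16 hours before the ATP read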
Peg3 prom inh = inhibitors of Peg3 promoter; HeLa PEG-Prom luciferase reporter, luminescence, overnight; inhibition, % at 20 µM; actives 1.7% (n = 360,000);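 active = inhibition of at least 50% at 20 µM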
TRAIL sens C8 = caspase-8 TRAIL sensitization; NB7+C8 cells + TRAIL, ATPlite viability luminescence; inhibition (viability loss, TRAIL sensitization), % at 10 µM; actives 1% (n = 360,000); AID 624354;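 active = compounds causing at least 50% loss of cell viability in the single-dose screen, relative to plate controls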
KKLEB tox = counter-screen for CF NF-kB inhibitors: cytotoxicity. KKLEB CF airway cells viability, ATPlite luminescence, overnight; stronger effect = lower value; cells stimulated with P. aeruginosa culture filtrate. activity change (cytotoxicity), % at 5 µM. actives 0.36% (n = 360,000). AID 602141;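 active = corrected activity change at or below -50% at 5 µM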
EBV LMP1 NFkB = Epstein-Barr LMP1 NF-kappaB reporter inhibition. actives 0.69% (n = 350,000). inhibition, % at 12.5 µM. AID 504558. LMP1-induced NF-kappaB luciferase reporter cells, luminescence; in the data active = inhibition above about 41%;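 also: 0% = neutral control wells and 100% = reference inhibitor control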
* = called active by the depositor; · = no result given.

SMILES	MITF TRPM1 inh	Shn3 inh set2	HIF-2a inh	NR2E3 ag-1	NR2E3 ag-2	CF NFkB inh	hiPSC survival	Peg3 prom inh	TRAIL sens C8	KKLEB tox	EBV LMP1 NFkB
COc1ccccc1N1CCN(C(=O)CCNC(=O)Cn2ccc3ccccc3c2=O)CC1	4.6	8.1	9.2	11.0	-1.8	4.0	0.4	10.0	7.3	-4.8	6.7
COC(=O)c1[nH]c2cc(OC)ccc2c1N=CN(C)C	12.8	3.9	8.6	-1.7	-15.2	-3.9	-0.4	5.6	-6.0	-8.4	1.2
CCCNC(=O)C1(C)CCCN(Cc2cc(-c3ccccc3)n(C)n2)C1 (configuration not stated)	·	0.8	7.9	·	-14.6	21.5	-0.1	2.4	2.8	-2.3	·
N#Cc1nc(-c2ccco2)oc1NCCN1CCOCC1	-1.2	-19.4	1.3	1.3	8.5	10.2	6.4	12.7	-1.8	-17.2	0.3
O=C(NCc1ccccn1)c1ccc(OC2CCN(Cc3cccs3)CC2)cc1	-7.0	20.6	-26.0	0.1	-31.2	-5.9	-0.5	-11.4	-19.1	14.5	-3.8
COc1ccc(S(=O)(=O)CCC(=O)N2CC(=O)N(CCc3ccccc3)C(=O)C2)cc1	4.9	-8.1	6.1	1.2	-4.0	-7.4	0.7	4.5	13.0	-9.7	1.1
Cc1ccc(S(=O)(=O)NC2(C(F)(F)F)C(=O)Nc3c2c(=O)[nH]c(=O)n3-c2ccccc2)cc1 (configuration not stated)	-9.4	-25.4	12.7	1.9	1.3	7.1	-1.7	5.3	3.4	7.7	0.9
COc1ccc2c(Cl)c(-c3nnc(SCC(N)=O)n3C)sc2c1	0.1	-7.4	-12.1	0.7	9.0	12.6	1.6	-3.1	-21.2	-1.9	-3.5
O=C(c1nc2ccccc2[nH]1)c1ccccc1[N+](=O)[O-]	-14.3	-30.7	-84.9	-0.9	-45.7	0.6	-0.6	-50.9	-9.2	-9.2	0.6
Oc1ccccc1C1=NN(c2ccccc2)C(c2ccccc2)C1 (configuration not stated)	15.7	4.1	8.7	5.1	0.1	-5.1	1.7	39.3	5.5	-5.7	-2.4
COc1ccc(C2(C(=O)NCCc3ccccc3)CCCC2)cc1OC	10.8	-6.8	12.3	3.2	-15.7	-14.8	0.0	3.4	-9.2	11.9	2.1
CN(C)c1nc(Nn2cnnc2)nc(N(C)C)n1	-0.3	5.1	9.3	0.1	7.6	12.3	0.2	9.4	6.6	-22.1	-5.2
CC(C)(C)CC(=O)NCc1ccc(F)cc1	2.7	-3.3	3.3	2.6	-7.0	-16.2	-2.6	9.2	7.3	-0.3	-1.9
O=S(=O)(Nc1nc2c(s1)CCCC2)c1ccc2ccccc2c1	-4.9	2.2	-10.4	-0.3	27.2	5.9	4.9	-13.3	-7.5	-6.4	1.9
CCOc1ccc(N(C)C(=O)CCc2nnc3ccc(NCc4ccco4)nn23)cc1	9.2	3.6	10.6	-0.1	11.0	9.4	-0.2	-4.2	-13.5	-0.8	-4.8
CN1CCN(CC(=O)NN2CC(=O)N(c3ccc(F)cc3)CC2=O)CC1	8.1	10.6	12.6	-4.7	5.2	-13.7	0.5	9.5	-10.5	3.6	-1.1
CCOC(=O)NC(=O)CSc1nc2ccc(C)cc2[nH]1	5.2	0.7	-8.2	2.5	1.6	14.1	4.4	-23.7	-4.8	-4.1	-10.7
CCOC(=O)c1cncc(C(=O)O)c1	3.6	-44.3	9.5	3.4	-22.9	6.8	-0.3	-6.6	-19.9	5.5	-4.7
CC(=O)Nc1cccc(NC(=O)CS(=O)(=O)c2cn(CC(=O)N3CCCC3)c3ccccc23)c1	4.3	-6.4	9.4	1.9	-9.1	4.6	-0.3	0.7	-11.4	-10.0	-7.5
CC(=O)NC1(C(F)(F)F)C(=O)NC(C)=C1C#N (configuration not stated)	0.4	·	-3.5	3.0	-23.1	-2.1	-0.1	4.3	-7.1	4.2	0.0
CN(CC(=O)Nc1cccc(F)c1)C(=O)c1cccc2ccccc12	-1.8	5.3	4.4	2.1	-17.0	4.2	-0.2	-1.7	4.1	2.3	21.3
CC1(C)C(C=C(Cl)Cl)C1C(=O)OCc1cccc(Oc2ccccc2)c1 (configuration not stated)	4.2	2.7	-2.6	3.7	-1.9	-21.6	7.7	8.4	12.6	10.5	-1.2
O=C(CSC1CC(=O)N(CCc2ccccc2)C1=O)Nc1cccc(Cl)c1 (configuration not stated)	-12.9	-57.1	-4.9	-0.2	-23.2	-2.2	-1.2	-26.2	-3.6	7.3	-2.4
COc1ccc(NC(=O)c2cc3ccccn3n2)cc1	·	-10.0	-93.7	5.2	-78.6	-29.1	-4.2	-155.3	1.0	-2.6	15.8
CC1=CC(=O)[C@@H](OC(=O)Nc2ccc(C)cc2)[C@@H](c2ccccc2Br)N1C	10.2	0.4	1.7	·	3.0	-2.1	-0.7	13.3	0.2	5.5	0.3
(more compounds)
SMILES	MITF TRPM1 inh	Shn3 inh set2	HIF-2a inh	NR2E3 ag-1	NR2E3 ag-2	CF NFkB inh	hiPSC survival	Peg3 prom inh	TRAIL sens C8	KKLEB tox	EBV LMP1 NFkB
CN(C)CCCn1c2c3ccccc3ccc2c2oc(=O)c3ccccc3c21	80.0*	-83.9	-93.8	·	21.6	-132.3	-4.6	97.4*	28.6	15.7	-23.2
Cc1ccc(C(=O)Nc2ccccc2C(=O)NCc2ccco2)cc1	-6.9	-18.5	-74.0	·	-37.1	8.8	-0.6	-33.3	-17.3	-1.3	2.2
COc1ccc(OC(C)C(=O)NC2CCCCCCC2)cc1 (configuration not stated)	-4.2	11.2	0.0	-3.0	-2.8	21.2	-0.1	5.2	14.5	-30.5	·
CCOC(=O)C(C(=O)NCc1ccc(F)cc1)c1ncc(C(F)(F)F)cc1Cl (configuration not stated)	8.6	3.6	11.6	-1.5	9.1	18.9	6.1	26.2	-2.1	-10.5	16.4
CCN(CC)S(=O)(=O)c1cc([N+](=O)[O-])ccc1NNC(=O)Nc1ccc(F)cc1	-0.6	14.4	7.8	-0.7	-0.5	-0.3	0.5	41.0	-6.2	-2.8	1.1
CCCS(=O)(=O)N1CCCC(C(=O)N2CCC(Cc3ccccc3)CC2)C1 (configuration not stated)	12.3	25.5	11.1	0.3	20.1	5.1	6.1	-2.7	-10.5	3.8	17.7
COC(=O)C1CCN(S(=O)(=O)CCNC(=O)c2ccccc2)CC1	·	10.2	0.5	·	18.2	30.3	-1.7	1.7	-0.1	0.8	-3.5
COC(=O)c1ccc(C)cc1	-2.5	7.1	5.2	·	9.3	4.3	-1.6	-3.9	5.8	26.9	0.6
CC1CCCCN1CCNC(=O)C1CCCN(c2ncnc3c2nc2n3CCCCC2)C1 (configuration not stated)	-0.4	8.3	4.1	-2.1	-5.1	-0.7	-0.4	1.0	-12.9	2.8	1.4
Nc1nonc1-c1nc2ccccc2[nH]1	-13.5	-7.7	-48.1	-0.8	6.3	14.0	-1.2	-28.8	0.8	1.4	-1.5
Cc1cc(C)n(CC(=O)n2c3c(c4ccccc42)CCCC3)n1	9.6	-3.8	15.1	1.5	1.9	6.7	1.0	-3.9	-0.8	7.1	0.0
CCOC(=O)c1ccccc1NC(=O)CSc1nncn1C	-8.0	-15.0	13.1	6.3	-28.8	5.1	0.1	8.3	-6.4	-9.0	-7.9
COc1ccc(S(=O)(=O)N2CCN(Cc3cc4c(cc3Br)OCCO4)CC2)cc1	·	19.0	11.6	·	10.7	11.0	-1.6	15.2	7.4	-4.9	1.8
CC(=O)C1=C(O)C(=O)N(c2ccccn2)C1c1ccc(C)cc1 (configuration not stated)	-3.9	-17.4	-20.8	-4.4	14.5	-3.1	-0.3	-8.6	-13.4	5.1	9.5
O=S(=O)(c1ccccc1)n1ccc2cccnc21	6.2	2.4	25.9	-0.8	-6.4	8.9	-3.4	9.8	7.6	-5.6	-15.9
COc1ccccc1-n1c(=O)[nH]c2c(C(N)=O)nc(-c3cccnc3)nc21	3.1	13.6	18.3	5.7	13.5	7.9	-1.6	-3.2	1.7	-10.7	-251.1
Cc1ccc(C(=O)c2coc3ccc(O)c(CN4CCN(C)CC4)c23)cc1	3.6	37.5	-4.8	-1.1	-49.4	31.2	-2.2	23.1	-6.5	-5.9	-5.0
CCOc1ccc(NC(=O)c2ccc3c(c2)OCCO3)cc1S(=O)(=O)N(CC)CC	-11.9	11.4	-29.1	1.1	-5.0	12.5	0.5	-4.1	-0.8	-2.9	-6.7
O=C(OC1CCCCC1=O)c1cccc(S(=O)(=O)NCc2ccccc2)c1 (configuration not stated)	7.6	2.0	11.7	-1.3	13.3	0.5	0.7	12.3	-12.6	-0.5	-6.7
O=[N+]([O-])c1cc(S(=O)(=O)N2CCCC2)ccc1OCCOc1ccccc1	-2.5	-36.5	-19.0	1.5	1.5	50.3*	-0.5	13.7	-3.6	-22.0	-3.0
O=C1CC(c2ccccc2)CC(O)=C1C=NC1CCCCCC1 (configuration not stated)	-18.6	-5.2	-73.0	1.6	-60.9	2.2	5.3	-49.0	-19.0	-35.1	-7.0
O=C1[C@@H]2Cc3c([nH]c4ccccc34)C(c3ccc(Cl)cc3)N2C(=O)CN1CCO (some centres not stated)	-9.8	-17.3	18.9	4.0	-12.1	-5.3	-0.7	11.9	-17.1	-9.9	1.4
C/C(=C\c1cccc(Cl)c1Cl)C(=O)c1c(C)cc(C)[nH]c1=O	·	6.3	9.7	-2.6	3.6	-5.1	0.4	8.7	-3.9	0.7	3.9
COCCCNC(=O)Cc1ccccc1OC	8.4	14.1	2.9	-0.3	10.3	0.9	3.7	8.6	-2.2	8.8	-3.8
CC(C)C(=O)Nc1ccc(NC(=O)c2cccs2)cn1	-74.8	-84.1	-183.7	-3.6	-20.5	-3.1	-0.3	-175.9	19.6	2.6	-18.6
O=C(COC(=O)c1ccc(NS(=O)(=O)c2cccs2)cc1)Nc1nc2c(F)c(F)c(F)cc2s1	-4.6	4.0	-6.5	·	-17.2	11.6	-0.5	-10.3	-4.1	1.4	-1.0
Cc1ccc(SCC(=O)OCC(=O)N(CC(C)C)c2c(N)n(Cc3ccccc3)c(=O)[nH]c2=O)c(C)c1	22.2	32.7	6.6	-2.2	-14.8	34.3	-0.4	48.3	-13.9	-35.0	8.2
N#CCc1ccc(C(=O)c2ccccc2)s1	0.1	9.1	-41.6	-3.5	-9.0	-3.8	-0.4	-30.6	-14.7	9.4	-17.5

Quoted at random: 3 compounds from above
SMILES	MITF TRPM1 inh	Shn3 inh set2	HIF-2a inh	NR2E3 ag-1	NR2E3 ag-2	CF NFkB inh	hiPSC survival	Peg3 prom inh	TRAIL sens C8	KKLEB tox	EBV LMP1 NFkB
O=C(COC(=O)c1ccc(NS(=O)(=O)c2cccs2)cc1)Nc1nc2c(F)c(F)c(F)cc2s1	-4.6	4.0	-6.5	·	-17.2	11.6	-0.5	-10.3	-4.1	1.4	-1.0
CCOc1ccc(NC(=O)c2ccc3c(c2)OCCO3)cc1S(=O)(=O)N(CC)CC	-11.9	11.4	-29.1	1.1	-5.0	12.5	0.5	-4.1	-0.8	-2.9	-6.7
C/C(=C\c1cccc(Cl)c1Cl)C(=O)c1c(C)cc(C)[nH]c1=O	·	6.3	9.7	-2.6	3.6	-5.1	0.4	8.7	-3.9	0.7	3.9

The list is partial; the hit share may differ from the screen's.
